Source: PubChem (Broad Institute)
FN deposition inh – fibronectin deposition inhibition; AH1F fibroblasts, Alexa488-fibronectin deposition fluorescence, overnight; inhibition, % at 12.6 µM; AID 743247; 350,000 tested, 0.086% active;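 active = mean inhibition across replicates of 30% or more, regardless of how many single replicates reach that level; inconclusive = mean under 30% yet at least half of replicates reach 30%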;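 note: positive control wells lacked labelled fibronectin entirely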
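Measured by – fluorescence 485/525 nm · System – AH1F fibroblast monolayer, labelled fibronectin deposition · Amount – 10000 cells per well · Buffer or medium – serum-reduced DMEM (2% serum) · Doses – single dose, pinned · Also added – fluorescent fibronectin at 24 nM final · Schedule – 1 h cell attachment, overnight exposure to compound and label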
miR122 inh – inhibitors of miR-122 in Huh7 cells; Huh7 miR-122 Renilla luciferase sensor, 48 h; neutral wells = 0, positive control = 100; activation (reporter increase), % at 12.5 µM; 340,000 tested, 0.3% active; AID 602342;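 active = mean replicate activation score at least 90 and every replicate individually at or above 90; inconclusive = only one of the two criteria met; inactive = neither criterion met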;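 note: higher luciferase means less miR-122 activity so hits act as miR-122 inhibitors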
F508del corr – CFTR F508del correction in bronchial cells; CFBE cells, YFP halide quenching; stimulated with forskolin plus potentiator P3; % fluorescence drop versus neutral controls; activity (quench increase), % at 7.58 µM; 350,000 tested, 0.36% active; AID 720511;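 active = mean added fluorescence quench of at least 8% versus neutral control, with both replicates also reaching 8%; inconclusive = only one of the mean or replicate conditions met; inactive = mean below 8% and not both replicates reaching 8%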;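 note: cells transiently co-express mutant CFTR-F508del with the halide-sensitive YFP; corrector assay measuring rescue of mutant channel to the surface after 24 h compound exposure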
PAX8 inh HTS – PAX8 transcriptional activity inhibition; RMG-I TPO-luciferase reporter, SteadyGlo, 24 h; inhibition, % at 12.6 µM; 360,000 tested, 1.2% active; AID 652154;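 active = mean replicate inhibition at least 60% with every replicate also reaching 60%; inconclusive = only one of the two criteria is met; inactive = mean below 60% and not all replicates reaching 60%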;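 note: luciferase light reporting Pax8 driven TPO promoter activity; plate controls were median of neutral control wells for no effect and mitoxantrone controls for full effect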
EWS-Fli inh – blocks EWS/Fli oncoprotein-driven transcription; inhibition, % at 12.6 µM; A673 NR0B1-luciferase reporter, viability-normalised; 350,000 tested, 0.67% active;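 active = mean inhibition of at least 50% after viability correction, with every replicate also passing that limit; inconclusive = mean reaches 50% but only one of two replicates passes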;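 note: firefly luciferase signal divided by Alamar Blue viability fluorescence both relative to DMSO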
DENV2 CPE rescue – protects cells from dengue virus 2 cytopathic effect; DENV2-infected cells, cytopathic effect rescue, plate reader; CPE inhibition, % at 9.99 µM; 350,000 tested, 1.7% active; in the data active = CPE inhibition above about 20%, passing the limit was not always enough; inconclusive = no clear call, values can overlap the other calls; tested in BHK-21 cells;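 note: 0% = median of neutral control wells and 100% = median of positive control wells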
INS-1E GSIS act – primary screen for activators of insulin secretion dependent on glucose, INS-1E cells, GLuc reporter luminescence. INS-1E GLuc reporter insulin secretion, 2-3 h. activation, % at 16.6 µM. 370,000 tested, 0.61% active;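 active = lowest replicate activation of at least 40%, so every replicate reaches that level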;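 note: 0% = median of neutral control wells and 100% = median of IBMX positive control wells; some compounds called inactive have numbers as strong as hits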
An asterisk follows results filed as active; ? = inconclusive; nt = no result given; & = joins results of further samples; [ ] = remark or other dose.

SMILES	FN deposition inh	miR122 inh	F508del corr	PAX8 inh HTS	EWS-Fli inh	DENV2 CPE rescue	INS-1E GSIS act
C[C@H](CO)N1C[C@H](C)[C@H](CN(C)S(=O)(=O)c2ccc(Cl)cc2)Oc2ccc(NC(=O)CCCCCC(=O)Nc3ccccc3N)cc2C1=O	nt	nt	-0.3	nt	43	-11	-29
O=C(NCC1(O)CCCCC1)C1CCC(=O)N(Cc2cccc(C(F)(F)F)c2)C1 (stereo not given)	0	-11	0.3	nt	4	-5	-3
CC(C)OCCCN1C=C2C(=O)C(C)(OC(=O)CCc3ccccc3)C(=O)C=C2C=C1c1ccc(C#N)cc1 (stereo not given)	-4	nt	4.2	10	-9	11	-5
O=C(Nc1ccc(F)cc1)c1c(Cl)nc2ccccn12	-8	-2	1.8	-58	-32	-6	2
C#CCn1c(=NC(=O)CN2C(=O)CCC2=O)sc2cccc(OC)c21	-4	-2	-3.2	51	-1	-5	13
CN1C[C@H](O)COC[C@H]2O[C@H](CC(=O)NC3CCC3)CC[C@@H]21	-5	1[16.7 µM]	-0.4	-17	-9	?	8
CC(=O)Nc1nc2ccc(C(=O)NCCOC(=O)C3CCCCC3)cc2s1	2	nt	nt	-26	-2	-2	-18
Cn1c(-c2sccc2OCc2cccc(C(F)(F)F)c2)n[nH]c1=S	-2	nt	-4.6	6	6	1	-8
Cn1nccc1C(=O)Nc1ccc2c(c1)OCO2	nt	7	-0.1	-175	nt	0	37
C[C@@H]1CN([C@@H](C)CO)C(=O)CCCn2cc(nn2)CO[C@H]1CN(C)C(=O)Nc1ccc(-c2cccs2)cc1	-12&-6	35[16.7 µM]	0.2&1.3	56&41	-4&-20	?	5&6
C[C@@H]1CCCCO[C@@H](CN(C)C(=O)Cc2ccccc2)[C@H](C)CN([C@@H](C)CO)C(=O)c2cc(NC(=O)c3ccncc3)ccc2O1	nt	-2[16.7 µM]	1.6	5	-16	-5	22
O=C(NCc1ccncc1)Nc1cc(Cl)ccc1Cl	3	-9	4.5	4	-2	0	2
O=C(NNc1ccccc1)C(CCO)C(=O)NNc1ccccc1	nt	-1	0.5	12	7	2	-2
CCOC(=O)c1ccc2[nH]c3c(c2c1)CN(C)CC3	-13	nt	0.2	-5	-12	-3	11
C[C@@H]1CN([C@@H](C)CO)C(=O)Cc2cc(NC(=O)Nc3ccccc3)ccc2O[C@@H]1CN(C)Cc1ccc(Cl)c(Cl)c1	nt	-23[16.7 µM]	4.5	?	8	-1	-42
CC(C(=O)NC1C=CS(=O)(=O)C1)N1C(=O)/C(=C/c2ccc(Cl)cc2)SC1=S (stereo not given)	11	-2	-1.0	-1	-1	7	-23
Cc1ccc2c(c1)N(CC(=O)N(Cc1ccccn1)Cc1ccco1)C(=O)C(C(C)C)O2 (stereo not given)	-6	3	nt	3	nt	nt	nt
CC(C)(CNC(=O)c1ccc(S(=O)(=O)Nc2cccc(C(F)(F)F)c2)cc1)N1CCOCC1	4	nt	0.4	11	8	-2	nt
COc1ccc(CNC(=O)COC(=O)CCOc2ccc(C)cc2)cc1OC	nt	-2	-1.9	3	-1	-4	5
CC(=O)c1cccc(NC(=O)Cc2coc3cc4c(cc23)CCC4)c1	-2	30	nt	6	nt	nt	-12
Cc1cc2c3nonc3ccc2n1-c1ccccc1	-3	-16	nt	1	nt	nt	nt
CCOCCCNC(=S)NCCCNc1nc2c(C)c(C)ccc2cc1C#N	2	-6	2.9	5	1	nt	5
CCOC(=O)CC1C(=O)NCCN1Cc1cccc(C(F)(F)F)c1 (stereo not given)	2	1	1.6	-33	4	0	-12
COc1cc(CNCc2cccc3ccccc23)cc(OC)c1	0	3	4.3	-13	-4	4	-3
CNC[C@H]1OCCCC[C@@H](C)Oc2ccc(NS(=O)(=O)c3ccc(C)cc3)cc2C(=O)N([C@H](C)CO)C[C@@H]1C	-7	-3[16.7 µM]	-3.4	-2	-2	30*	8
SMILES	FN deposition inh	miR122 inh	F508del corr	PAX8 inh HTS	EWS-Fli inh	DENV2 CPE rescue	INS-1E GSIS act
CCNS(=O)(=O)c1ccc(CCC(N)=O)cc1	-13	nt	0.5	9	4	-4	0
CC(C)n1c(-c2ccccc2F)n[nH]c1=S	nt	-7	-0.2	nt	1	-4	13
Cc1ccc2[nH]c(CNC(=O)C3CCCCC3)cc2c1	-6	135*	1.9	23	9	-5	14
CCC(C)[C@@H](CN)NCC1(c2ccccc2)CC1 (stereo not given in full)	6	-2	0.3	-12	-6	3	-20
CCc1cc2c(COC(=O)c3cc(S(=O)(=O)N4CCOCC4)ccc3F)cc(=O)oc2cc1O	-6	0	0.3	20	45	?	nt
Cc1ccc(C(=O)Nc2ccc(C(=O)N/N=C/c3ccc(C)o3)cc2)cc1	0	nt	-0.1	13	0	?	12
Clc1ccc(C2[C@H]3CN(CC4CCCCC4)[C@H](c4ccccc4)C34CC2(c2cccnc2)C4)cn1 (stereo not given in full)	-13	nt	-1.0	14	-2	-9	nt
O=C(O)CCC(=O)c1ccc(C2CCCCCC2)cc1	-7	nt	-2.3	-73	-39	-2	-2
CCCCSCCCNC(=O)c1ccc2c(c1)N(CC)C(=O)c1ccccc1S2=O (stereo not given)	-1	nt	-0.2	10	12	-3	nt
Cc1nnsc1C(=O)Nc1ccc(S(=O)(=O)N2CCCC(C)C2)cc1 (stereo not given)	0	nt	0.9	8	9	-3	-17
C[C@H](O)[C@@H]1C(=O)N2CCc3c([nH]c4cccc(-c5ccccc5)c34)[C@@H]2C[C@@H]1N(C)C(=O)OCc1ccccc1	-4	nt	-0.7	31	5	?	-17
CN1CCN(C(=O)C[C@H]2C[C@H]3c4cc(NC(=O)C5CCC5)ccc4O[C@H]3[C@@H](CO)O2)CC1	nt	-1[16.7 µM]	-0.8	3	3	0	20
C[C@@H]1CN([C@@H](C)CO)C(=O)c2cccc(NS(=O)(=O)c3cccs3)c2O[C@H]1CN(C)Cc1ccc(C(F)(F)F)cc1	-4	62[16.7 µM]	2.8&-1.6	2	-4&1	2&-1	-32&-30
C[C@@H]1CN([C@@H](C)CO)C(=O)c2cc(NC(=O)C3CCCCC3)ccc2O[C@@H](C)CCCCO[C@@H]1CN(C)Cc1ccc2c(c1)OCO2	nt	-15[16.7 µM]	2.6	22	11	-5	-22
Cc1noc(C)c1NC(=O)N(C)C[C@H]1Oc2c(NC(=O)c3cnccn3)cccc2C(=O)N([C@@H](C)CO)C[C@H]1C	-11	-5[16.7 µM]	0.5	nt	2	-10	20
COc1ccc(C(=O)C2CCCN(Cc3ccc(C#CCCO)cc3)C2)c(OC)c1 (stereo not given)	8	-6	0.1	-4	7	?	19
COc1ccc(Cn2c(=O)[nH]c3cc(C(=O)N4CCN(Cc5ccccc5)CC4)ccc3c2=O)cc1	7	5	nt	25	nt	nt	nt
CC(CNC(=O)Cn1ccc2cc(S(=O)(=O)N3CCCC3)ccc21)c1ccccc1 (stereo not given)	-3	-4	-1.0	18	10	-1	8
CCCc1nc(SCC(=O)Nc2nnc(CC)s2)c2c(=O)n(C)c(=O)n(C)c2n1	5	nt	1.5	8	nt	-6	2
CCOC(=O)c1sc(NC(=O)C2CC(=O)N(c3ccc(OCC)cc3)C2)nc1C (stereo not given)	-18	nt	2.3	-5	5	-3	-5
CC(C)C(=O)N[C@@H]1c2ccccc2CC[C@@H]1O	-1	nt	2.1	-8	4	5	-1
Cc1cccn2c(=O)nc(SCC(=O)N3N=C(c4cccs4)CC3c3ccc(F)cc3)nc12 (stereo not given)	11	-3	-10.0	36	11	8	6
COC(=O)C[C@H]1CC[C@@H]2[C@@H](COc3ccc(NC(=O)C4CCOCC4)cc3C(=O)N2C)O1	-3	20[16.7 µM]	1.4	14	2	-7	3
Cc1ccc(S(=O)(=O)N(C)C[C@@H]2Oc3ccc(NC(=O)Cc4ccccc4)cc3C(=O)N([C@@H](C)CO)C[C@H]2C)cc1	nt	-2[16.7 µM]	-0.7	21	6	-10	9
OCC[C@@H]1C[C@H](O)[C@@H](O)[C@]2(OCCc3cc(C(F)(F)F)ccc32)O1	nt	-2	3.0	-13	10	-3	-7
SMILES	FN deposition inh	miR122 inh	F508del corr	PAX8 inh HTS	EWS-Fli inh	DENV2 CPE rescue	INS-1E GSIS act
Cc1c(C)n2c(SCC(=O)Nc3ccc4c(c3)OCCO4)nnc2[nH]c1=O	3	nt	1.6	-8	1	11	15
O=C(OCc1cn([C@@H]2CN(C(=O)C3CCCCC3)[C@@H](c3ccc(Cl)cc3)C[C@H]2O)nn1)c1ccccc1	-4	-6	-3.9	8	5	-2	-13
COC(=O)c1c(C)[nH]c(C(=O)OCC(=O)c2ccc(C)s2)c1C	1	3	-3.3	-158	-73	5	nt
CC(=O)N1CCc2c(sc(NC(=O)CCS(=O)(=O)c3ccccc3)c2C(N)=O)C1	nt	0	2.6	45	nt	?	-9
Fc1ccccc1/C=N/n1c(COc2ccccc2)n[nH]c1=S	0	7	0.4	-13	3	0	-48
COc1ccc(CN(Cc2cc3cc(OC)c(OC)cc3[nH]c2=O)C(=O)NC2CCCCC2)cc1	0	2	nt	-15	nt	nt	nt
C[C@H]1CN([C@@H](C)CO)C(=O)c2cccc(NS(C)(=O)=O)c2O[C@H]1CN(C)CC1CC1	0	10[16.7 µM]	-1.9	0	-8	6	18
CC(C)CC(N)C(=O)OCc1ccc([N+](=O)[O-])cc1 (stereo not given)	5	nt	3.1	7	-2	0	9
CN1CCCN(C(=O)c2cc(-c3cccc4ccccc34)nc3ccccc23)CC1	-1	3	-7.4	-4	7	9	-3
COc1cccc(C#Cc2cnc3c(c2)C(=O)N([C@@H](C)CO)C[C@@H](C)[C@@H](CN(C)C(=O)C2CCC2)O3)c1	nt	-2[16.7 µM]	4.6	-7	-7	25*	-12
CC(=O)Nc1cc(C(=O)N2CCN(C)CC2)ccc1S(=O)(=O)c1ccc(C)cc1	-1	-1	nt	nt	nt	nt	5
CCOC(=O)CC1=CCc2c1ccc(OC)c2OC	-8	nt	-0.7	nt	-16	?	16
CN(C)c1ccc(NC(=O)CN2C(=O)c3ccccc3C2=O)cc1	-19	-2	1.8	-1	-11	-1	4
CN(C(=O)COC(=O)C1CCN(S(=O)(=O)c2c(Cl)cccc2Cl)CC1)C1CCS(=O)(=O)C1 (stereo not given)	4	0	-0.7	113*	-2	2	-1
NC(=O)C1(N2CCCCC2)CCN(Cc2nc(-c3cccs3)no2)CC1	-10	3	-2.3	-3	-13	-2	-3
O=C(NCc1ccncc1)C(=O)Nc1nccs1	10	-13	-1.3	-7	8	-2	nt
COc1ccc(NC(=O)Nc2ccc3c(c2)CC(=O)N([C@H](C)CO)C[C@H](C)[C@@H](CN(C)C(=O)NC(C)C)O3)cc1	nt	1[16.7 µM]	4.7	-2	-4	-1	3
O=C(CCN1CCN(c2ccccc2)CC1)Nc1cccc(Br)c1	6	-2	-1.5	-2	-4	7	-19
COc1ccc(OC)c(Nc2nc(N(C)c3ccccc3)nc(N)c2[N+](=O)[O-])c1	2	nt	-0.9	24	3	?	-44
CCN1CCN(CCCNC(=O)C2CCN(c3nnc(-n4c(C)ccc4C)s3)CC2)CC1	-21	-5	1.7	-1	2	-3	2
CC(=O)C(Sc1nc(NC(C)(C)C)nc(N(C)C)n1)C(C)=O	-4	12	nt	-14	nt	nt	nt
Cc1ccc(N2C(=O)CSC2c2ccc3c(c2)OCO3)cc1 (stereo not given)	3	nt	nt	16	nt	nt	32
CCCC(=O)Nc1ccc(C(=O)NNC(=O)c2cccs2)cc1	nt	-3	-1.0	nt	0	9	6

Some of the entries above, set out differently.
canonical_smiles,FN deposition inh,miR122 inh,F508del corr,PAX8 inh HTS,EWS-Fli inh,DENV2 CPE rescue,INS-1E GSIS act
CC(C)(CNC(=O)c1ccc(S(=O)(=O)Nc2cccc(C(F)(F)F)c2)cc1)N1CCOCC1,4,nt,0.4,11,8,-2,nt
COc1ccc(CNC(=O)COC(=O)CCOc2ccc(C)cc2)cc1OC,nt,-2,-1.9,3,-1,-4,5
